Assay outcomes as filed in PubChem.
tuberculosis growth: growth inhibition of non-replicating M. tuberculosis (AID 488890). 0.39% of 320,000 active. Mycobacterium tuberculosis non-replicating, growth inhibition; higher % means a stronger effect. inhibition, % at 25 µM; hits with a dose series show IC50 in µM; in the data active means a potency from the dose series; inconclusive means inhibition mostly from about 82% at the one dose, without a potency; inactive means the rest, 99 in 100 with inhibition below about 76%;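 further: plate controls were DMSO cells for no effect and high antibiotic wells for full effect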
influenza NS1A: H1N1 influenza NS1A inhibitors, functional cell based assay (AID 504329); NS1A functional cell-based assay, percent inhibition; higher % means a stronger effect; one-dose inhibition, % at 12.5 µM; IC50 in µM for titrated hits; 0.3% of 340,000 active; in the data active means a potency from the dose series; inconclusive means inhibition above about 27% without an active follow-up result; further: strong numbers were not always called active
Salmonella PhoP GFP: PhoP regulon inhibitors, Salmonella typhi PhoP promoter GFP reporter, confirmatory (AID 1850); Salmonella Typhi PhoP-promoter GFP reporter, fluorescence, 4 h; higher % means a stronger effect; inhibition, % at 50 µM; hits with a dose series show IC50 in µM; 0.33% of 310,000 active; in the data active means a potency from the dose series; inconclusive means inhibition mostly from about 25% at the one dose, without a potency; inactive means the rest, 99 in 100 with inhibition below about 19%;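 further: 0% = induced wells with vehicle and 100% = uninduced wells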
M. tuberculosis HTS: M. tuberculosis growth inhibition, HTS (AID 449762). M. tuberculosis H37Rv growth inhibition, 7H9 media; higher % means a stronger effect. inhibition, % at 25 µM, or IC50 in µM where a hit was titrated. 0.59% of 330,000 active; in the data active means a potency from the dose series; inconclusive means inhibition above about 70% without an active follow-up result;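 further: bacterial growth assessed after seven days of incubation; strong numbers were not always called active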
VEEV TC-83 Vero: inhibitors of VEEV TC-83 cytopathic effect, confirmation, Vero cells (AID 588727); Vero cells, VEEV TC-83 cytopathic effect inhibition; higher % means a stronger effect; one-dose inhibition, % at 20 µM; IC50 in µM for titrated hits; 0.13% of 350,000 active; in the data active means a potency from the dose series; inconclusive means inhibition mostly from about 14% at the one dose, without a potency; inactive means the rest, 99 in 100 with inhibition below about 12%; further: strong numbers were not always called active
VEEV TC-83 Vero 10K pilot screen: second read-out of VEEV TC-83 Vero, no call of its own (marks repeat the call); inhibition, %; measured here: 10K pilot screen inhibition
* marks the source's active call; other numbers are inactive results; i = inactive; ? = inconclusive; · = not tested or not shown.

SMILES	tuberculosis growth	influenza NS1A	Salmonella PhoP GFP	M. tuberculosis HTS	VEEV TC-83 Vero	others
O=C(N[C@@H](Cc1ccccc1)c1nc2ccccc2[nH]1)c1cc([N+](=O)[O-])ccc1Cl	21.2%	4.5%	-2.7%	-3.4%	0.1%
COc1ccc(C(=O)NNC(=O)CCC(=O)Nc2cc(C)on2)cc1	-9.5%	3.0%	-8.3%	-2.1%	1.3%
CC(/C=N/NC(=O)c1ccccc1C)=C\c1ccccc1	7.3%	·	6.6%	4.2%	4.3%
CCC(C)NS(=O)(=O)c1ccc(NC(=O)c2ccc([N+](=O)[O-])cc2Cl)cc1 (configuration not stated)	32.8%	26.6%	2.9%	-9.1%	2.7%
COc1cccc(CN(C)C(=O)C(Cc2ccccc2)NC(=O)c2ccccc2)c1OC (configuration not stated)	-7.2%	-6.5%	0.5%	-0.1%	7.9%
CC1CN(C2CCN(C(=O)COc3ccc(Cl)cc3)CC2)CC(C)O1 (configuration not stated)	7.8%	-5.4%	7.1%	-3.6%	0.1%
O=C(NC1CCCCC1)c1ccc(S(=O)(=O)N2CCCC2)cc1	-14.9%	-13.3%	2.6%	-3.1%	2.1%
COc1ccc(C(=O)COC(=O)c2cccnc2Cl)c(OC)c1	17.1%	-3.1%	-1.7%	2.0%	4.7%
CC1(C)Cc2c(c(-c3ccco3)nc3sc4c(NCC5CCCO5)ncnc4c23)CO1 (configuration not stated)	-3.8%	-0.7%	7.6%	1.2%	9.8%
CCOc1ccc(CCNS(=O)(=O)c2ccc3c(c2)oc(=O)n3C)cc1OCC	5.0%	-2.4%	-17.5%	-3.0%	1.9%
Cc1cccc2[nH]c3c(=O)n(CCN4CCNCC4)cnc3c12	7.8%	6.5%	-6.5%	-1.1%	0.8%
O=C(CSc1ccc2ccccc2c1)Nc1ccc(S(=O)(=O)Nc2nccs2)cc1	62.5%	-0.2%	-8.3%	-1.8%	1.2%
COc1cccc2c1OCC/C2=N\NC(=O)COc1ccc(C)cc1	13.6%	-1.9%	-5.2%	-2.6%	0.5%
CCN1CCCC(NC(=O)c2cc([N+](=O)[O-])ccc2OC)C1 (configuration not stated)	-20.2%	11.6%	-6.0%	-6.4%	0.7%
Cn1c(=O)c2c(ncn2CC(=O)Nc2ccccc2Sc2ccccc2)n(C)c1=O	10.7%	8.9%	6.7%	-2.9%	1.0%
Cc1c(NC(=O)C2CCCCC2)cc(C(=O)N2CCOCC2)cc1[N+](=O)[O-]	-8.9%	5.5%	-6.8%	-7.3%	1.5%
Cc1ccc(-c2[nH]ncc2/C=N/n2c(COc3ccccc3C)nc3ccccc3c2=O)cc1	-6.5%	-0.2%	-19.5%	-6.2%	7.1%
O=C(Cc1ccc(Cl)cc1)NC1CCCN(Cc2ccccc2F)C1 (configuration not stated)	30.2%	0.2%	-10.4%	6.6%	0.6%
COc1cccc(CNC(=O)c2ccc(NC(=O)C3=CSCCO3)cc2)c1	74.5%	-0.5%	4.4%	8.6%	1.1%
CCOc1cc(C(=O)NC(C)COC)cc(OCC)c1OCC (configuration not stated)	-3.5%	5.2%	-6.8%	-3.9%	3.0%
Cc1nn(CC(=O)NC(C)c2ccccc2)c(C)c1[N+](=O)[O-] (configuration not stated)	-0.9%	7.5%	11.8%	-3.0%	i
O=C(O)CCCC(=O)NCc1c(Cl)cccc1Sc1ccc(Cl)cc1	-9.3%	-19.1%	7.7%	7.6%	0.0%
COc1cccc(NC(=O)CC2(CC(=O)O)CCCC2)c1	1.8%	-25.4%	-3.6%	1.5%	i
COc1cccc(N2C(=O)[C@H]3C(C(=O)c4cnccn4)=NN[C@H]3C2=O)c1	-9.1%	·	-5.9%	-1.2%	1.0%
CCOC(=O)C1=C(O)CSC1=Nc1ccc(C)cc1	21.4%	11.0%	14.5%	12.1%	2.1%
More entries.
SMILES	tuberculosis growth	influenza NS1A	Salmonella PhoP GFP	M. tuberculosis HTS	VEEV TC-83 Vero	others
O=C(O)C1C2CCC(O2)C1C(=O)Nc1cccc(Cl)c1 (configuration not stated)	-6.4%	-0.8%	-0.6%	3.5%	0.5%
C=CC[C@@H](CC(=O)OC(C)(C)C)C(=O)OC[C@H]1CCCN1C(=O)[C@@H](CC=C)CC(=O)N[C@H](CO)Cc1ccccc1	29.0%	-5.1%	·	-2.9%	4.1%	VEEV TC-83 Vero 10K pilot screen=5.7
Cc1c(C)n(C(=O)CSc2nc3ccccc3[nH]2)c2ccccc12	-0.1%	11.4%	2.2%	-9.9%	0.2%
O=C1C=C(c2ccccc2)CC(c2ccc(F)cc2)C1 (configuration not stated)	8.6%	8.7%	-8.5%	-1.7%	0.1%
CCCCN1CCNC[C@@H]1Cc1ccc(O)cc1	-3.7%	11.6%	-4.1%	2.3%	i
COc1cc(C(=O)NC(CCSC)C(=O)OCC(=O)NC(=O)C2CCCCC2)cc(OC)c1OC (configuration not stated)	-21.0%	-4.9%	-0.9%	-3.8%	2.2%
NS(=O)(=O)c1ccc(NC(=O)CCCCCN2C(=O)c3ccccc3C2=O)cc1	·	-4.5%	·	·	0.6%
Cn1c(C(=O)O)c(S(=O)(=O)c2ccc(Cl)cc2)c2ccccc21	-9.8%	-7.3%	-2.0%	0.1%	1.3%
O=[N+]([O-])c1cccc(-c2cn3nc(-c4ccccc4)c(-c4ccccc4)nc3n2)c1	4.4%	-1.0%	1.1%	-1.4%	1.5%
O=C(Cc1ccc(F)cc1)N/N=C/c1ccc(-c2ccc(Cl)c(C(=O)O)c2)o1	-12.6%	-5.8%	-4.6%	-6.0%	0.4%
OC(c1ccccc1)(c1ccccc1)c1nccc2ccccc12	·	1.5%	·	·	1.9%
COc1ccc(NC(=O)CN(c2ccccc2C)S(C)(=O)=O)c(OC)c1	-7.5%	-1.5%	-5.7%	-3.9%	0.3%
COc1cccc(/C=C2\SC(=O)N(CCC(=O)NC3CCS(=O)(=O)C3)C2=O)c1 (configuration not stated)	-10.2%	-0.2%	-1.2%	-4.2%	0.8%
Cc1ccoc1C(=O)Nc1ccc2ccccc2c1	16.8%	12.5%	10.6%	3.2%	i
O=C(CSc1nnnn1-c1ccc(F)cc1F)Nc1ccccc1F	-13.6%	-29.5%	0.6%	-0.2%	1.4%
CCn1nccc1C(=O)Nc1ccc(S(=O)(=O)NC23CC4CC(CC(C4)C2)C3)cc1	41.6%	6.4%	15.9%	3.3%	1.7%
CCOc1ccc(CCNC(=O)CSC(=S)N2CCCC2)cc1OCC	0.4%	-6.0%	3.7%	0.7%	i
CCOC(=O)C1[C@H]2C(=O)N(C(C)c3ccc(OC)cc3)C[C@]23C=C[C@H]1O3 (some centres not stated)	-4.9%	-14.0%	-9.9%	-8.7%	1.2%
COc1ccc(CCNC(=O)C(=O)Nc2ccc3nc4n(c(=O)c3c2)CCCCC4)cc1OC	19.9%	15.9%	-12.8%	7.5%	9.5%
COc1ccc(NC(=O)N(C2CCCCC2)C(C)c2cccnc2)c(OC)c1 (configuration not stated)	7.0%	6.6%	5.5%	7.4%	5.4%
O=C(COC(=O)c1cccs1)NCC1CCCCC1	?	-10.6%	0.9%	7.2%	i
COCCN(C(=S)Nc1c(C)cc(C)cc1C)C(C)c1cccnc1 (configuration not stated)	-13.5%	-3.3%	-12.0%	2.7%	i
O=C(CCNC(=O)c1ccc(Cl)cc1)NC1CCCCCC1	-2.9%	-6.1%	·	-9.3%	2.9%
O=C(C1CCCCC1)N1CCCc2ccccc21	4.3%	-7.5%	4.9%	-4.8%	0.2%
CN(C(=O)c1cccc(NC(=O)Cc2ccc(NC(=O)C3CCN(C(=O)C4CCCC4)CC3)cc2)c1)C1CC1	·	-4.0%	·	·	1.4%
(list continues)
SMILES	tuberculosis growth	influenza NS1A	Salmonella PhoP GFP	M. tuberculosis HTS	VEEV TC-83 Vero	others
CCCCOC(=O)c1ccc(NC(=O)CN2C(=O)NC3(CCCCCC3)C2=O)cc1	70.8%	-5.7%	·	?	0.1%
CCCc1nc(NCC2CCCO2)c2nnn(Cc3ccccc3)c2n1 (configuration not stated)	-4.1%	-0.3%	-31.8%	-5.4%	1.2%	VEEV TC-83 Vero 10K pilot screen=0.3
C=CCN(c1ccccc1)S(=O)(=O)c1cccc(C(=O)NCC(c2ccccc2OC)N2CCCC2)c1 (configuration not stated)	52.7%	1.4%	0.4%	-0.1%	8.7%
c1ccc2[nH]c(SCc3cn4ccccc4n3)nc2c1	-0.6%	-2.7%	-5.6%	-2.2%	0.3%
O=C(COC(=O)c1ccco1)Nc1nc2ccccc2s1	22.0%	5.5%	-6.8%	-13.0%	0.4%
CCC(C)Sc1ccc(-c2nc3cnccn3c2NC2CCCCC2)cc1 (configuration not stated)	37.8%	-8.7%	-12.6%	?	7.7%
O=C(COC(=O)CCc1ccc(S(=O)(=O)N2CCOCC2)cc1)Nc1ncc(C(F)(F)F)cc1Cl	3.9%	5.1%	-14.9%	-10.2%	i	VEEV TC-83 Vero 10K pilot screen=0.6
CCOc1ccc(-n2nc3c(SCCN4CCCC4)nnc(C)c3c2C)cc1	12.1%	22.4%	-8.5%	-2.3%	1.4%
O=C(COc1nsnc1N1CCOCC1)Nc1ccccc1Cl	1.6%	6.8%	1.1%	9.6%	0.6%
CCc1ccc(-c2nc(CS(=O)CC(=O)NCCN3CCCCCC3)c(C)o2)cc1 (configuration not stated)	45.6%	0.6%	-0.2%	-2.3%	3.7%
CC(=O)Nc1cccc(NC(=O)c2csc(C)c2)c1	-1.8%	-17.5%	-11.1%	-9.9%	1.2%
CCC(C)c1c(O)nc(SCc2ccccc2)[nH]c1=O (configuration not stated)	8.1%	-4.5%	0.0%	3.5%	3.6%
O=C(Nc1nnc(CC2=CCCCC2)s1)c1cccs1	7.1%	13.6%	-3.0%	-0.5%	5.9%
O=C(/C=C/c1ccccc1)Nc1nnc(SCC(=O)c2ccc3ccccc3c2)s1	-4.1%	23.6%	-7.3%	1.6%	i
CCC(=O)N(C(=O)CC)N1CCN(c2ccncc2S(=O)(=O)N2CCCCC2)CC1	8.6%	-0.4%	-2.1%	8.3%	6.7%
COCC(=O)Nc1nnc(-c2ccc(C(C)(C)C)cc2)s1	37.8%	6.7%	9.2%	5.0%	2.4%
S=C1SCCN1Cc1ccccc1	·	-2.7%	·	·	1.2%
CCN1CCN(C(CNS(=O)(=O)c2ccccc2)c2ccccc2)CC1 (configuration not stated)	20.2%	7.1%	6.3%	4.0%	6.9%

Compounds from the list above containing a halogen (14):
SMILES	tuberculosis growth	influenza NS1A	Salmonella PhoP GFP	M. tuberculosis HTS	VEEV TC-83 Vero	others
O=C(N[C@@H](Cc1ccccc1)c1nc2ccccc2[nH]1)c1cc([N+](=O)[O-])ccc1Cl	21.2%	4.5%	-2.7%	-3.4%	0.1%
CCC(C)NS(=O)(=O)c1ccc(NC(=O)c2ccc([N+](=O)[O-])cc2Cl)cc1 (configuration not stated)	32.8%	26.6%	2.9%	-9.1%	2.7%
CC1CN(C2CCN(C(=O)COc3ccc(Cl)cc3)CC2)CC(C)O1 (configuration not stated)	7.8%	-5.4%	7.1%	-3.6%	0.1%
COc1ccc(C(=O)COC(=O)c2cccnc2Cl)c(OC)c1	17.1%	-3.1%	-1.7%	2.0%	4.7%
O=C(Cc1ccc(Cl)cc1)NC1CCCN(Cc2ccccc2F)C1 (configuration not stated)	30.2%	0.2%	-10.4%	6.6%	0.6%
O=C(O)CCCC(=O)NCc1c(Cl)cccc1Sc1ccc(Cl)cc1	-9.3%	-19.1%	7.7%	7.6%	0.0%
O=C(O)C1C2CCC(O2)C1C(=O)Nc1cccc(Cl)c1 (configuration not stated)	-6.4%	-0.8%	-0.6%	3.5%	0.5%
O=C1C=C(c2ccccc2)CC(c2ccc(F)cc2)C1 (configuration not stated)	8.6%	8.7%	-8.5%	-1.7%	0.1%
Cn1c(C(=O)O)c(S(=O)(=O)c2ccc(Cl)cc2)c2ccccc21	-9.8%	-7.3%	-2.0%	0.1%	1.3%
O=C(Cc1ccc(F)cc1)N/N=C/c1ccc(-c2ccc(Cl)c(C(=O)O)c2)o1	-12.6%	-5.8%	-4.6%	-6.0%	0.4%
O=C(CSc1nnnn1-c1ccc(F)cc1F)Nc1ccccc1F	-13.6%	-29.5%	0.6%	-0.2%	1.4%
O=C(CCNC(=O)c1ccc(Cl)cc1)NC1CCCCCC1	-2.9%	-6.1%	·	-9.3%	2.9%
O=C(COC(=O)CCc1ccc(S(=O)(=O)N2CCOCC2)cc1)Nc1ncc(C(F)(F)F)cc1Cl	3.9%	5.1%	-14.9%	-10.2%	i	VEEV TC-83 Vero 10K pilot screen=0.6
O=C(COc1nsnc1N1CCOCC1)Nc1ccccc1Cl	1.6%	6.8%	1.1%	9.6%	0.6%
